Assay outcomes (PubChem BioAssay)
Rat MKP-3 inhibitors – MKP-3 phosphatase inhibitors, primary screen, biochemical, rat enzyme, in vitro (AID 425); Dual specificity protein phosphatase 6 (Rattus norvegicus); recombinant MKP-3 phosphatase activity, fluorescence; higher % means a stronger effect; one-dose inhibition, % at 20 µM; IC50 in µM for titrated hits; hit rate 0.17% among 110,000; in the data active means inhibition above about 50%;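 further: plate controls were vehicle for no effect and reference inhibitor for full effect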
Hsp70 displacement – Hsp70 inhibitors, probe displacement, primary screen, biochemical, fluorescence polarization (AID 583); Hsp70 fluorescence polarization probe displacement, mP; higher % means a stronger effect; hit rate 0.06% among 140,000; Heat shock 70 kDa protein 1A (Homo sapiens); displacement, % at 20 µM, or IC50 in µM where a hit was titrated; in the data active means displacement above about 50%;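 further: plate controls were vehicle for no effect and reference ligand for full effect; a part of the inactive calls stands beside numbers as strong as those of hits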
The depositor's hits bear a star; / = not tested or not shown; & = joins results of further samples.

Each structure is followed by: Rat MKP-3 inhibitors	Hsp70 displacement
Cc1occc1C(=O)Nc1sc2c(c1C(N)=O)CCC(C(C)(C)C)C2 (stereo not drawn)
  0%	2.6%&2.0%
O=C(O)CN1CCN(Cc2ccccc2Cl)C1=O
  2%	-3.1%
Cc1ccc(N/C(CSC(N)=O)=N\S(=O)(=O)c2ccc(C)cc2)cc1
  /	14%
COc1ccc(S(=O)(=O)N(C)CC(=O)N2CCN(C)CC2)cc1C
  -10%	7.1%
COc1ccc(CCN(C(C)=O)C2CC(=O)N(c3ccc(Cl)cc3)C2=O)cc1 (stereo not drawn)
  2%	-2.8%
Cc1ccc(S(=O)(=O)N2CCN(Cc3ccccc3[N+](=O)[O-])CC2)cc1
  4%	-2.7%
N#Cc1cc2c(nc1SCC(=O)Nc1sc3c(c1C#N)CCC3)CCCCC2
  3%	0.3%
O=C(c1cc2ccccc2oc1=O)N1CCN(c2ccccc2)CC1
  5%	-3.6%
COc1ccc(N(C)C(=O)CC2(CC(=O)O)CCCCC2)cc1
  4%	-7.3%
Cc1occc1C(=O)Nc1cc(=O)n(C)c(=O)n1C
  -4%	9.5%
C#CCOc1c(Cl)cc(C=O)cc1Cl
  -1%	1.3%
COc1cc(OC)c(C2SCCN2S(=O)(=O)c2ccc(F)cc2)cc1OC (stereo not drawn)
  -5%	7.4%
O=C(Nc1ccc(Cl)c(C(F)(F)F)c1)N1CCCC(O)C1 (stereo not drawn)
  -4%	2.7%
COC(=O)c1cc2occc2n1CC(=O)Nc1cc(OC)cc(OC)c1
  -2%	-0.1%
O=C(NC1CCCC1)C(c1cccs1)N(CC1CCCO1)C(=O)Cc1cccs1 (stereo not drawn)
  -2%	-7.2%
Cn1c(Cn2cnc3ccccc32)nc2ccccc21
  0%	4.2%
CCN1CCN(c2cc(C)c3cc(NC(=O)c4ccncc4)ccc3n2)CC1
  -4%	-0.3%
C=CCn1c(SCC(C)=O)nnc1-c1cc(-c2ccccc2)sc1N
  /	-6.0%
Cc1ccc([N+](=O)[O-])cc1N1C(=O)C2C(C1=O)C1(C)C(=O)C2(C)C(c2ccccc2)=C1c1ccccc1 (stereo not drawn)
  1%	2.6%
Cc1cccc(C(=O)NNC2=CC(=O)CC(C)(C)C2)c1O
  0%	-0.6%
O=C(Cn1cccc1)N1CCN(c2ccc(F)cc2)CC1
  -5%	-5.2%
O=C(CSc1nc2ccccc2s1)NCc1ccco1
  2%	4.3%
CCOC(=O)c1ccc(N2NC(=O)/C(=C/c3cc(OC)c(O)c(OC)c3)C2=O)cc1
  -3%	1.2%
Cc1ccc(Nc2ccc(C(=O)O)cc2N)cc1
  /	-0.9%
CN1CCN(S(=O)(=O)c2ccc(NC(=O)c3csc4ccccc34)cc2)CC1
  6%	2.2%
COc1ccc2ccccc2c1CN1CCN(Cc2ccccc2)CC1
  /	-0.5%
C=CCn1c(SCCCC)nc(O)cc1=O
  1%	-1.7%
O=C(Nc1ccc(Cl)c(Cl)c1)C1C2/C=C\CCCCC21 (stereo not drawn)
  3%	-1.3%
COC(=O)C1=C(Nc2ccc(OC)cc2)C=C(C)C(C(=O)OC)C1c1ccc(C)cc1 (stereo not drawn)
  /	0.8%
Cc1nn(-c2ccc(F)cc2)c(C)c1NS(=O)(=O)c1ccc(Cl)cc1
  1%	1.0%
O=C(c1ccc2c(c1)OCO2)N(c1ccc(Cl)cc1)C1C=CS(=O)(=O)C1 (stereo not drawn)
  2%	-2.8%
CCc1ccc(OCC(=O)N(C)C)c(Br)c1
  -2%	8.1%
COc1ccc(-c2nsc3c(N4CCCCC4)ncnc23)cc1
  /	-0.4%
COc1ccc(C)cc1NC(=O)c1cccnc1
  3%	-1.8%
CCn1c(COc2ccc(Cl)cc2)nnc1SCC(=O)Nc1ccc2c(c1)OCO2
  -11%	2.6%
COc1ccccc1Cc1noc(-c2ccc(Cl)cc2)n1
  2%	1.1%
CCOC(=O)c1ccccc1NC(=O)CN(c1cccc(OC)c1)S(C)(=O)=O
  -14%	2.1%
COC(=O)c1ccc(NC(=O)CN2CCN(c3ccc(Cl)cc3)CC2)cc1
  -3%	2.3%
O=C(Nc1ccc(Br)cn1)c1cc(F)c(F)cc1Cl
  -2%	-3.7%
COCCn1c(COC)nc2ccccc21
  -2%	-0.5%
Cc1ccc(N2NC(=O)/C(=C/c3ccc(N4CCOCC4)cc3)C2=O)cc1
  0%	3.8%
CNC(=O)c1ccccc1F
  /	-0.5%
CNC(=O)C1=NCCCc2cc(OC)c(OC)cc21
  -2%	4.7%
COc1ccc(N(CC(=O)Nc2ccc(I)cc2)S(=O)(=O)c2ccccc2)cc1
  -3%	1.7%
CCCOc1ccc(N2C(=O)CC(N(CCc3ccc(OC)c(OC)c3)C(C)=O)C2=O)cc1 (stereo not drawn)
  0%	-2.1%
CN1C(=S)SC(/[N+]([O-])=C/c2cccnc2)C1(C)C (stereo not drawn)
  -5%	0.4%
O=C(N/N=C/c1ccc2c(c1)OCO2)c1ccccn1
  0%	-3.3%
COc1cc(C(=O)Nc2ccc(N(C)C)cc2)c([N+](=O)[O-])cc1OC
  -4%	2.8%
Cc1cc(C)nc(NN2C(=O)/C(=C/c3ccccc3)SC2=S)n1
  2%	-0.7%
Cc1ccc2nc3n(c(=O)c2c1)CCCCC3
  /	2.1%
CCCCn1nnnc1SCC(=O)c1cc(Cl)ccc1OC
  /	-4.4%
O=C(Nc1cccnc1)c1cccnc1Cl
  /	-2.8%
COc1cccc(C2C3=C(CCCC3=O)Nc3nc4ccccc4n32)c1OC (stereo not drawn)
  -3%	-4.0%
CCn1c(SCC(=O)Nc2sc3c(c2C#N)CCCC3)nnc1-c1ccco1
  /	-5.1%
Cc1cc(C)cc(OC(=O)C(C)N2C(=O)c3ccccc3C2=O)c1 (stereo not drawn)
  0%	1.8%
O=C1Nc2ccc(Br)cc2/C1=C/C(=O)c1ccc(Cl)cc1
  11%	1.9%
Cc1ccc(C(=O)NC(C)c2ccccc2)o1 (stereo not drawn)
  /	4.2%
Cc1cc(N2CCC(C)CC2)n2c(nc3ccccc32)c1C#N
  2%	19%
Cc1cc(OCC(=O)Oc2ccccc2)c([N+](=O)[O-])cc1Cl
  -2%	-0.3%
O=C1c2ccccc2C(=O)N1CC#CCN1CCN(C2CCCCC2)CC1
  -3%	-2.0%

The list goes on:
Each structure is followed by: Rat MKP-3 inhibitors	Hsp70 displacement
CCCCn1nnnc1NCc1cccnc1
  4%	-1.1%
CC(=O)Nc1ccc(S(=O)(=O)/N=C2/NC(=O)CS2)cc1
  -1%	-1.1%
CCC(Oc1ccccc1)C(=O)N1CCN(c2ccccn2)CC1 (stereo not drawn)
  -13%	-1.1%
Cc1oc2c(CN3CCCC3)c(O)ccc2c(=O)c1-c1ccc(Cl)cc1
  3%	6.0%
COC(=O)C1=C(C(=O)OC)SC(=C2C(=S)C(C)(C)N(C(=O)c3ccc4ccccc4c3)c3ccc(OC)cc32)S1
  2%	5.7%
COC(=O)c1c(NC(=O)c2ccccc2OC)sc2c1C(C(=O)OC)CC2 (stereo not drawn)
  2%	-2.7%
Cc1ccccc1NC(=O)c1cccc(OCc2c(C)noc2C)c1
  /	5.9%
COc1ccc(C2C(C#N)=C(C)NC3=C2C(=O)CC(C)(C)C3)c(OC)c1 (stereo not drawn)
  -2%	-5.5%
CC1=C(C)CC(C(=O)c2ccc(Br)cc2)C(C(=O)O)C1 (stereo not drawn)
  -2%	5.0%
Cc1nc(C)c(C(=O)C2=C(O)C(=O)N(CCN3CCOCC3)C2c2cccnc2)s1 (stereo not drawn)
  7%	4.5%
Cc1cc(C)n(-c2cc(=O)n(C)c(=O)n2C)n1
  6%	-4.4%
COc1cc(CN(C)CCc2ccccn2)cc(OC)c1OC
  -1%	-2.0%
Brc1ccccc1-c1nnc(COc2cccc3cccnc23)o1
  /	-6.5%
COc1ccc2c(c1)Cc1sc(NC(C)=O)nc1-2
  -9%	2.0%
CCOc1ccc(N(CC(=O)N2CCN(c3ccccc3)CC2)S(=O)(=O)c2ccccc2)cc1
  3%	-2.3%
Cc1ccc(N2C(=O)/C(=C/c3cc(C)n(C)c3C)C(=O)NC2=S)c(C)c1
  -2%	-2.6%
COc1ccc(N(C(=O)c2ccco2)S(=O)(=O)c2ccc(F)cc2)cc1
  /	1.9%
Cc1ccc(/C(COc2ccccc2O)=N\O)cc1
  -2%	-3.1%
CCCCOC(=O)C1=C(C)NC2=C(C(=O)CC(c3ccccc3)C2)C1c1ccc(O)c([N+](=O)[O-])c1 (stereo not drawn)
  2%	-2.8%
O=C(Nc1ccccn1)c1ccc(NC(=O)c2ccco2)cc1
  1%	2.5%
Cc1ccn2cc(CNC(=O)c3ccc(Br)o3)nc2c1
  -3%	/
CC(SC1CCCC1)C(=O)Nc1ccnn1C(C)C (stereo not drawn)
  7%	0.7%
Cc1ccc(C)c(-n2nnnc2SCC(=O)c2ccc3c(c2)NC(=O)CO3)c1
  2%	4.8%
CC1(C)Cc2c(C#N)c(N)sc(=S)c2CO1
  -5%	12%
Cc1ccc(S(=O)(=O)C(CC(=O)c2ccccc2)c2ccco2)cc1 (stereo not drawn)
  -1%	2.1%
CCN(Cc1ccccc1)C(c1cc2ccc(C)cc2[nH]c1=O)c1nnnn1CCOC (stereo not drawn)
  /	7.2%
Cc1cc(C)n(S(=O)(=O)c2ccc(Br)cc2)n1
  1%	0.1%
CCOC(=O)c1c(NC(=O)C2CC2)sc(C(=O)Nc2cccc(OC)c2)c1C
  2%	1.8%
Cc1cc(C)cc(N(CC(=O)NC2CC3CCC2C3)S(C)(=O)=O)c1 (stereo not drawn)
  -3%	-4.0%
CC(C)c1nnc(NC(=O)CCC(=O)NC2CCCCCCC2)s1
  /	-3.4%
CC(C)N(C(=O)COC(=O)c1ccc(O)cc1)C(C)C
  -4%	1.8%
O=S1(=O)CCC(N2CCCCC2)C1 (stereo not drawn)
  -3%	3.7%
CC(=O)CC(=O)Nc1ccc(C)c(Cl)c1
  -2%	5.0%
COc1ccc(CN(C(=O)c2ccco2)C2CC(C)N(C)CC2C)cc1 (stereo not drawn)
  -10%&0%	-1.9%&2.1%
CCN(CC)c1ccc(Nc2nc(-c3c(C)nc4ccccn34)cs2)cc1
  14%	1.8%
CCC(Sc1nc(N)cc(=O)[nH]1)C(=O)NC(C(=O)OC)c1ccccc1 (stereo not drawn)
  -2%	4.9%
Cc1ccccc1N(C(=O)CCC(=O)Nc1ccccn1)C(C(=O)NC(C)C)c1ccc(O)cc1 (stereo not drawn)
  -9%	-1.0%
c1ccc(-n2nnnc2SCc2cccc3nsnc23)cc1
  0%	0.3%
COc1ccccc1-n1c(=O)[nH]c2c(C(N)=O)nc(C3CCCCC3)nc21
  0%	-0.1%
COc1ccc(Cn2c(C3CC3)nc3ccc(NC(=O)C4CC4)cc3c2=O)cc1
  -5%	-2.7%
CCc1ccc(OCC(=O)Nc2nc(-c3ccccc3)cs2)cc1
  0%	-1.7%
Cc1ccc(S(=O)(=O)N2CCN(S(=O)(=O)c3ccc(C)cc3)C2c2ccc(N(C)C)cc2)cc1
  0%	-0.8%
O=C1C=C(Nc2ccc(Cl)cc2)C(=O)N1c1cccc(C(F)(F)F)c1
  0%	0.2%
O=C(Nc1nccs1)c1ccc2c(c1)C(=O)N(CC1CCCO1)C2=O (stereo not drawn)
  3%	6.6%
Cc1c(C(=O)Nc2cc(C(F)(F)F)cc(C(F)(F)F)c2)oc2ccccc12
  2%	3.7%

Looked up by structure from above:
Each structure is followed by: Rat MKP-3 inhibitors	Hsp70 displacement
COc1ccc2c(c1)Cc1sc(NC(C)=O)nc1-2
  -9%	2.0%
CNC(=O)C1=NCCCc2cc(OC)c(OC)cc21
  -2%	4.7%
Cc1ccccc1N(C(=O)CCC(=O)Nc1ccccn1)C(C(=O)NC(C)C)c1ccc(O)cc1 (stereo not drawn)
  -9%	-1.0%

The results go on:
Each structure is followed by: Rat MKP-3 inhibitors	Hsp70 displacement
COc1cc(/C=c2/sc3nc4c(Br)c(C)c(C)cc4n3c2=O)ccc1OCC(=O)O
  7%	4.1%
CCn1c(SCC(=O)N2CCC(C(N)=O)(N3CCCCC3)CC2)nnc1-c1ccccc1
  /	6.5%
O=C(Nc1ccc(F)cc1)N1CCN(C(=O)c2ccco2)CC1
  2%	5.4%
COC(=O)C1=C(C)NC(=O)CC1c1cc(Br)ccc1OC (stereo not drawn)
  0%	3.3%
C(=N\n1cnnc1)/c1ccc2c(c1)OCO2
  -8%	-9.3%
CCn1c(=O)c2c(n3c(=S)[nH]nc13)-c1ccccc1CC21CCCCC1
  2%	-4.0%
Cc1c(C(=O)NCc2cccnc2)sc2ncn(CC(=O)N3CCCCC3C)c(=O)c12 (stereo not drawn)
  -3%	0.6%
COc1ccc(N2C(=O)CC(N3CCC(C)CC3)C2=O)cc1 (stereo not drawn)
  -2%	-1.5%
Cc1ccc(C(=O)N2CCOCC2)cc1S(=O)(=O)Nc1cccc(C)c1C
  -3%	3.3%

Sorted by number of heavy atoms (low to high): some entries from above.
Each structure is followed by: Rat MKP-3 inhibitors	Hsp70 displacement
C(=N\n1cnnc1)/c1ccc2c(c1)OCO2
  -8%	-9.3%
COC(=O)C1=C(C)NC(=O)CC1c1cc(Br)ccc1OC (stereo not drawn)
  0%	3.3%
O=C(Nc1ccc(F)cc1)N1CCN(C(=O)c2ccco2)CC1
  2%	5.4%
Cc1ccc(C(=O)N2CCOCC2)cc1S(=O)(=O)Nc1cccc(C)c1C
  -3%	3.3%
COc1cc(/C=c2/sc3nc4c(Br)c(C)c(C)cc4n3c2=O)ccc1OCC(=O)O
  7%	4.1%

Not all compounds are listed; rates above refer to the full screens.
